Bioassay records: PubChem BioAssay, several laboratories
NR2E3 ag-1 = agonists of human nuclear receptor NR2E3; Q9Y5X4; GST-NR2E3/biotin-RetCOR TR-FRET, 1536-well; inhibition of corepressor binding, % at 4.78 µM; 0.12% of 320,000 active; AID 2300;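 active = percent inhibition above the cutoff of mean plus 3 SD of all tested compounds, set per screening campaign, cut at about 20% in these data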;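 note: 0% = DMSO wells and 100% = biotin wells as full block of FRET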
Target sequence (Q9Y5X4 whole entry, looked up): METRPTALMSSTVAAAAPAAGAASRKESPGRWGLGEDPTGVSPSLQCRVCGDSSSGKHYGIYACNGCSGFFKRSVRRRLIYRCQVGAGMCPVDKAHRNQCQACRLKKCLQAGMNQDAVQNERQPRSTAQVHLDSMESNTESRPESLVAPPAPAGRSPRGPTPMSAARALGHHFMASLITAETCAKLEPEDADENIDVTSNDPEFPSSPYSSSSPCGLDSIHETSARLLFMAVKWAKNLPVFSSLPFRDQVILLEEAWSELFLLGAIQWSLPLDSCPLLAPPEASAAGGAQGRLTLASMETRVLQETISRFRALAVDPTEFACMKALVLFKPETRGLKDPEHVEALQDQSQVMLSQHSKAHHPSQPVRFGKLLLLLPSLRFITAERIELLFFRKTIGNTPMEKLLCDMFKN
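Material: NR2E3–RetCOR corepressor complex / Amount: 1.35 nM GST-NR2E3 / Medium: Tris pH 7.5 / Compound: single nominal compound dose of 4.8 µM / Incubation: 5 h at 4 °C / Technique: TR-FRET, Eu(K)-anti-GST donor, streptavidin-D2 acceptor, ex 340, em 617/671 nm / Read-out basis: percent loss of FRET ratio relative to control wells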
CaV13 ICDI inh = Disruptors of the CACNA1D IQ motif to Ca2+-dependent inactivation inhibitor domain association, primary screening, Förster resonance energy transfer in intact living …; inhibition, % at 12.3 µM; HEK cells, CFP/YFP FRET ICDI-IQ, plate reader, 10 min; percent FRET-ratio fall versus neutral wells; 0.098% of 340,000 active;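 active = mean replicate inhibition of at least 30% and at least 1% of replicates passing that level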;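 note: 0% = median of the neutral control wells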
NR2E3 ag-2 = agonists of human NR2E3 nuclear receptor; Q9Y5X4; CHO-S Gal4-NCOR/VP16-NR2E3 two-hybrid, luciferase; inhibition of corepressor binding, % at 3.98 µM; 0.35% of 360,000 active; AID 602229;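 active = inhibition above the mean of all tested compounds plus 3 SD, cut at about 70% in these data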;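 note: 0% = DMSO with NR2E3 transfected cells and 100% = cells lacking NR2E3 construct; higher means lower luciferase signal from less NR2E3 corepressor binding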
PDI inh = inhibitors of human protein disulfide isomerase | P07237 | PDI insulin aggregation turbidity, A650, 90 min | inhibition, % at 10 µM | 0.052% of 350,000 active | AID 588391;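 active = mean inhibition across replicates of 30% or more, whatever share of single replicates reach that level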;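 note: absorbance from insulin aggregation driven by PDI reduction with DTT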
Target sequence (P07237 whole entry, looked up): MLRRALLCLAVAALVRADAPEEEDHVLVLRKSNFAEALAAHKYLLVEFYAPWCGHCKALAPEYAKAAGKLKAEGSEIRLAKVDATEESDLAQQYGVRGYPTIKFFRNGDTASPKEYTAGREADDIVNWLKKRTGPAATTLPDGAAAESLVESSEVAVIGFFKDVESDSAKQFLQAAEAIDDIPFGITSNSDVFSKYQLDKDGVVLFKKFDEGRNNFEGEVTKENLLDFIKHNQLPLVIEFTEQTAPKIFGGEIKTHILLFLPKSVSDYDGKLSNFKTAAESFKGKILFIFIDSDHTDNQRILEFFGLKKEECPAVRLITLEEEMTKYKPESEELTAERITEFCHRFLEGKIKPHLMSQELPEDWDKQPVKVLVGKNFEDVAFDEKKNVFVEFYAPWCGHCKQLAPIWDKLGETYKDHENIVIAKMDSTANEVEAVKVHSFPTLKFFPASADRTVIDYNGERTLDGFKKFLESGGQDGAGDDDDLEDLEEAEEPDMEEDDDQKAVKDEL
Shn3 inh set2 = Schnurri-3 reporter inhibition in Clone20 osteoblasts; Clone20 osteoblast Shn3 3'UTR firefly luciferase, 24 h; inhibition, % at 12.5 µM; 0.52% of 360,000 active; AID 588674;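 active = mean inhibition of at least 75% with every replicate also reaching 75%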;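 note: 0% = median of neutral control wells and 100% = pilot-screen positive control compound; some compounds past the cut are filed as inactive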
TRPM1 prom inh = inhibitors of MITF-driven TRPM1 promoter in melanoma cells; SK-MEL-5 TRPM1 promoter luciferase, 24 h; inhibition, % at 12.5 µM; 0.83% of 330,000 active;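 active = mean inhibition across replicates of 60% or more, whatever share of single replicates reaches that level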; note: values of inactives mirror those of a sister screen read the other way
HIF-2a inh = blocks HIF-2a reporter activity; 786-0 RCC cells HIF-2a reporter, luciferase luminescence, overnight; inhibition, % at 18.8 µM; 0.72% of 360,000 active; AID 624352;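 active = inhibition of the luminescence signal of 40% or more relative to plate controls, in a single-dose primary screen at 18.75 µM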
Peg3 prom inh = reduces Peg3 promoter-driven luciferase expression in HeLa. HeLa PEG-Prom luciferase reporter, luminescence, overnight. inhibition, % at 20 µM. 1.7% of 360,000 active;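 active = inhibition of at least 50% at 20 µM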
KKLEB cytotox = reduces viability of KKLEB cystic fibrosis airway cells. KKLEB CF airway cells viability, ATPlite luminescence, overnight; hits give low values; cells stimulated with P. aeruginosa culture filtrate. activity change (cytotoxicity), % at 5 µM. 0.36% of 360,000 active;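 active = corrected activity change at or below -50% at 5 µM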
CF NFkB inh = inhibitors of cystic fibrosis induced NF-kB; 0.86% of 360,000 active; inhibition, % at 5 µM; KKLEB NF-kB-GFP reporter, PAF-induced, GFP fluorescence overnight;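 active = at least 50% inhibition at 5 µM, scaled per plate between neutral and stimulator controls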;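 note: PAF is a Pseudomonas aeruginosa culture filtrate used as stimulus; plate controls were PAF-stimulated DMSO wells for no effect and unstimulated DMSO wells for full effect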
Vif imaging = HIV Vif inhibition; HEK293T cells, Vif self-association by quenched fluorescence, imaging, 24 h; inhibition, % at 7.49 µM; 0.35% of 340,000 active; AID 602346; in the data active = inhibition above about 50%, passing the limit was not always enough; note: some results filed as inactive read as strong as hits
* hit, by the source's call; / = no result given.

Under each structure: NR2E3 ag-1	CaV13 ICDI inh	NR2E3 ag-2	PDI inh	Shn3 inh set2	TRPM1 prom inh	HIF-2a inh	Peg3 prom inh	KKLEB cytotox	CF NFkB inh	Vif imaging
1. Nc1ncnc2c1ncn2[C@@H]1O[C@H](C(=O)NS(=O)(=O)c2cccs2)[C@@H](O)[C@H]1O
  /	-6	14	/	11	/	19	0	13	-22	4
2. CCOc1ccc(C2N(c3ccc(F)cc3)C(=O)C3CCCN32)cc1 (configuration not stated)
  -2	-3	-11	/	-2	-5	-2	12	14	-8	10
3. CC(C)C(=O)N1CCN(c2ccccc2NC(=O)c2ccc([N+](=O)[O-])o2)CC1
  0	-3	-19	-4	-3	41	4	-4	-15	-13	2
4. O=C(O)C1=CC[C@@H](c2ccc(Cl)cc2)N(S(=O)(=O)c2ccc(Cl)cc2)[C@H]1c1ccc(Br)cc1
  /	-5	45	10	7	0	7	5	8	19	-3
5. CC(C)NC(=S)NN=C1CCCCCCCCCCC1
  1	-9	-12	-7	18	11	4	31	-10	21	-1
6. CC(C)c1ccc(OCC(O)CN2CCN(c3ccccn3)CC2)cc1 (configuration not stated)
  0	-2	-1	7	3	7	-24	-4	3	10	6
7. COc1ccc(NC(=O)c2c3c(nc4ccccc24)CCN(Cc2ccccc2)C3)c(OC)c1
  6	6	4	-4	4	-9	1	24	-20	1	1
8. Cc1nonc1CN(C)C(=O)CC1C(=O)NCCN1Cc1cccc(C(F)(F)F)c1 (configuration not stated)
  -2	-5	-1	3	12	2	12	5	4	12	-7
9. CCOc1ccc(-c2noc(CCC(=O)NC3CCCC3)n2)cc1OC
  3	-3	5	-2	-19	3	-38	-18	15	-5	4
10. COc1ccc(S(=O)(=O)N2CCC(C(=O)NCCC3=CCCCC3)CC2)cc1C
  1	-9	16	-3	6	10	-21	11	1	3	0
11. CC(C)C(=O)N1CCC1(C)C(=O)Nc1ccc(-n2cncn2)cc1 (configuration not stated)
  /	-6	-10	-4	-13	/	8	8	8	-20	4
12. OC(CNCC#Cc1ccccc1)c1ccccc1 (configuration not stated)
  1	-2	-16	3	/	1	-6	-3	-11	4	4
13. COc1ccc(C(=O)NC=C2C(=O)OC(C)(C)OC2=O)cc1
  0	-4	-10	14	-7	2	9	-6	16	1	8
14. COc1ccc(NS(=O)(=O)c2c(C)n(C)c(=O)n(C)c2=O)cc1
  -1	-3	-1	/	9	/	10	8	-4	-20	0
15. COc1cc2nc(CC(C)C)n(NC(=O)c3ccccc3Br)c(=O)c2cc1OC
  4	-20	-7	14	8	7	11	-3	-3	-16	3
16. O=C(c1ccc(F)cc1)N(C(=O)c1ccc(F)cc1)c1ncccn1
  -2	-14	-27	0	4	4	1	-9	10	-7	-2
17. COc1cc(C(=O)N2CCN(C3CCCCC3)CC2)cc(OC)c1OC
  2	-2	2	1	-11	-2	13	4	6	-11	-7
18. O=C(Nc1ccc(Cl)cc1)Nc1nnc(CSc2ccc(Cl)cc2)s1
  -1	8	-22	14	27	-3	-27	17	-28	39	-1
19. Cc1onc(-c2ccccc2Cl)c1C(=O)N1C=CC(C(F)(F)Cl)=NCC1
  1	-9	-15	5	-19	0	15	23	3	-1	-4
20. Cc1ccccc1CSc1nc(-c2ccccc2)cc(=O)[nH]1
  3	-4	-3	-7	-13	22	4	-2	-3	0	-18
21. O=S(=O)(Nc1nc2ccccc2nc1Cl)c1ccccc1
  13	-4	-21	4	1	-16	2	15	-9	16	4
22. COc1ccc2c(c1)c1ncn(Cc3ccco3)c(=O)c1n2C
  -3	-9	-13	-4	-9	-13	-15	-4	-16	19	-7
23. Brc1ccc(/C=N/c2nc3ccccc3n2CCN2CCOCC2)cc1
  -1	-18	-20	-3	-27	-4	7	-7	0	-28	0
24. Cn1c(=O)cc(OCC(=O)NCc2cccs2)c2ccccc21
  1	1	-17	-8	-13	4	-50	-14	-2	5	12
25. CCCCn1nnnc1NCc1cc(OC)c(OC)c(OC)c1
  -2	-7	-11	-3	-28	13	-2	7	2	1	/
26. N#CCC(=O)NC(=O)NCC1CC1
  1	-5	-5	-3	-21	0	11	0	-7	2	-2
27. O=C(/C=C/c1ccco1)OCC1CCCN2CCCCC12 (configuration not stated)
  8	-6	4	2	-17	1	-2	-4	1	3	4
28. COc1cccc(-c2cccc(-c3nc(C(=O)NCc4ccc(Oc5ccccc5)cc4)cc4c3[C@H](CCO)N(S(=O)C(C)(C)C)C4)c2)c1 (some centres not stated)
  /	/	-9	/	-1	/	5	73*	-26	18	/
29. COc1ccc(-c2c(-c3cc(OC)cc(OC)c3)n(C)c3ccc(-c4cc(F)cc(OC)c4)cc23)cc1
  0	-10	20	-1	73	-7	7	3	1	-18	3
30. O=C(COC(=O)/C=C/c1ccc(OC(F)F)cc1)NC(=O)NCc1ccccc1
  0	-6	13	7	-28	6	7	4	8	-16	-4
31. Cc1cc(C)c(NC(=O)C2CC(=O)N(c3ccc4c(c3)OCCO4)C2)c(C)c1 (configuration not stated)
  -2	-5	-32	-4	28	5	20	-2	0	19	-2
32. COc1ccc(C)cc1NC(=O)COC(=O)C1CCN(C(=O)c2ccc(Cl)cc2)CC1
  1	-5	-3	9	-10	13	11	3	-10	3	2
33. O=S(=O)(Nc1nc2ccccc2[nH]1)c1ccc2ccccc2c1
  1	/	9	12	-1	-4	1	9	-8	8	2
34. COc1cc(OC)cc(C(=O)NCC(=O)N2CCCCC2)c1
  1	-5	6	-5	-11	-3	0	10	-5	-1	-11
35. COc1ccccc1CNC(=O)c1ccc2nc(C)c(N(C)Cc3ccc(NC(C)=O)cc3)n2c1
  /	-6	16	10	9	/	7	6	6	-39	28
36. Cc1cc(C(=O)CSCCCn2c(=O)[nH]c3ccccc32)c(C)n1C
  -2	-4	-20	10	4	7	11	-1	4	-5	13
37. O=C(Nc1ccc([N+](=O)[O-])cc1)N1CCc2ccccc2C1
  3	-5	-92	3	-39	-21	-205	-137	-8	3	-10
38. CC(O)CNCc1cccc2ccccc12 (configuration not stated)
  -3	/	-25	-1	-7	7	11	12	2	-1	3
39. O=C(CCC(=O)N1CCN(c2ccc(C(F)(F)F)cn2)CC1)c1cccs1
  3	-15	29	-8	16	-1	-9	15	4	-22	-1
40. COc1cccc(-c2ncc3ccccc3c2COC(=O)c2ccc(C(C)(C)C)cc2)c1
  2	-4	-5	2	-7	9	1	4	-20	21	-2
41. Cc1ncc([N+](=O)[O-])n1CC(=O)Nc1ccccc1F
  0	-5	-23	3	-5	-8	22	9	10	-4	0
42. O=C(C1CC1)N1CCc2cc(S(=O)(=O)NC3CCN(Cc4ccccc4)CC3)ccc21
  2	-5	22	-2	16	12	11	25	-1	1	10
43. CC(=O)Nc1ccc(S(=O)(=O)Nc2nc3n(n2)C(c2ccccc2)CC(=O)N3)cc1 (configuration not stated)
  -2	0	3	7	-4	-4	5	7	-4	7	-5
44. Cc1ccc2oc(C(=O)N(Cc3ccncc3)CC3CCCO3)c(C)c2c1 (configuration not stated)
  1	-3	-106	4	-48	-65	-199	-139	6	-19	-11
45. CCOc1ccc(C(=O)Nc2ccc(S(=O)(=O)Nc3nccc(C)n3)cc2)cc1OCC
  1	-4	-8	9	7	1	18	18	1	-7	/
46. CCNC(=O)C1(C)CCCN(C(=O)c2c(C)noc2C)C1 (configuration not stated)
  /	-5	-14	3	8	/	1	-5	12	-2	/
47. COc1cc(OC)nc(Oc2ccccc2C(=O)Oc2ccc(C)cc2)n1
  -2	-7	-4	1	16	5	14	7	-18	10	-1
48. Cc1c(S(=O)(=O)Nc2ccc3c(c2)OCCO3)c(=O)n(C)c(=O)n1C
  -3	2	1	/	-40	/	0	12	14	-20	14
49. O=C(CCc1nnc(-c2ccccc2)o1)NCc1cc(F)ccc1F
  6	-3	-1	-4	-7	0	-43	-29	-6	5	8
50. CCOCCC(=O)Nc1ccc2c(c1)c(=O)n(C)n2CC=C(C)C
  /	-5	-28	12	-4	/	3	14	1	4	10
51. CC1CC(=O)C(C2c3ccccc3CCN2C(=O)CCl)C(=O)C1 (configuration not stated)
  3	-3	-20	13	4	-5	16	-4	-8	20	43
52. Cn1c(N)c(C(=O)COC(=O)c2cccnc2Cl)c(=O)n(C)c1=O
  2	-6	2	-2	13	0	13	7	-18	-6	2
53. COc1ccc2nc(NC(=O)c3cnccn3)sc2c1
  0	-6	-209	-2	-40	-11	-130	-59	-4	11	4
54. CC1(C(=O)NS(=O)(=O)c2ccc(Cl)cc2)CCN1C(=O)CCc1ccc(Cl)cc1Cl (configuration not stated)
  /	-6	26	2	-10	/	18	7	14	-28	-3
55. COc1ccc(-c2sc3ccc(N4CCOCC4)cc3c2C#Cc2ccsc2)cc1
  /	-5	-41	-2	-23	-7	-68	-30	8	-23	2
56. O=C(COC(=O)c1ccc2ccccc2n1)Nc1ccccc1F
  /	-6	-33	3	-2	/	5	9	12	-27	17
57. O=C(Cn1nnc(-c2ccc(S(=O)(=O)N3CCCC3)cc2)n1)Nc1ccccc1-n1cccc1
  1	-9	-29	-9	34	13	21	8	-11	-1	-1
58. CN1C(=O)N(C)C2(c3ccccc3)NC(=O)NC12c1ccccc1 (configuration not stated)
  2	-1	3	-6	11	6	8	1	-1	0	-8
59. Cc1ccc(/C=N/NC(=O)CNC(=O)c2ccc(S(=O)(=O)N(C)C)cc2)cc1
  3	-9	-28	-4	2	7	9	4	6	2	3
60. O=C(Cn1ncc2c([nH]c3ccccc32)c1=O)NCCc1ccc(Cl)cc1
  -2	-4	7	-1	-9	7	14	4	-6	1	1

Later entries.
Under each structure: NR2E3 ag-1	CaV13 ICDI inh	NR2E3 ag-2	PDI inh	Shn3 inh set2	TRPM1 prom inh	HIF-2a inh	Peg3 prom inh	KKLEB cytotox	CF NFkB inh	Vif imaging
61. Cc1cc(C)cc(NC(=O)N2CCCC2C(=O)NCc2ccco2)c1 (configuration not stated)
  4	-2	3	5	0	-4	11	4	2	-4	-1
62. CCn1c2ccccc2c2cc(NC(=O)COC(=O)c3cc(OC)c(OC)cc3OC)ccc21
  -2	-5	-9	-12	8	-5	6	-4	-5	11	-2
63. O=C(C1CCC1)N(CCc1ccccc1)Cc1nc2ccccc2c(=O)[nH]1
  -2	-4	-12	6	10	6	13	6	-14	8	-5
64. COc1ccc([C@@H]2CC=C(C(=O)O)[C@H](c3ccc(C)cc3)N2S(=O)(=O)c2ccc(C)cc2)cc1OC
  /	-6	-13	8	-13	17	-4	2	15	17	/
65. COc1cc2c(cc1OC)CN(c1ccc(F)cc1[N+](=O)[O-])CC2
  -1	-2	-57	5	-37	-24	-185	-189	-2	-7	8
66. O=S(=O)(c1ccccc1)N(CC1CO1)c1ccccc1 (configuration not stated)
  1	-9	-27	-1	-12	-3	20	3	10	-9	-2
67. O=C(Cn1cnc2c(cnn2-c2ccc(F)cc2)c1=O)OCc1ccccc1
  5	/	-11	-22	11	-5	-8	-81	-1	5	-2
